Screens deposited in PubChem by National Center for Advancing Translational Sciences (NCATS).
IP6K1 inh: blocks human inositol hexakisphosphate kinase 1; Q92551; IP6K1 kinase, ADP-Glo luminescence, 2 h; stronger effect = lower value; activity change, % (series mostly up to about 58 µM); actives 0.81% (n = 140,000); in the data active means activity change below about -25%
Target sequence (Q92551 whole entry, looked up): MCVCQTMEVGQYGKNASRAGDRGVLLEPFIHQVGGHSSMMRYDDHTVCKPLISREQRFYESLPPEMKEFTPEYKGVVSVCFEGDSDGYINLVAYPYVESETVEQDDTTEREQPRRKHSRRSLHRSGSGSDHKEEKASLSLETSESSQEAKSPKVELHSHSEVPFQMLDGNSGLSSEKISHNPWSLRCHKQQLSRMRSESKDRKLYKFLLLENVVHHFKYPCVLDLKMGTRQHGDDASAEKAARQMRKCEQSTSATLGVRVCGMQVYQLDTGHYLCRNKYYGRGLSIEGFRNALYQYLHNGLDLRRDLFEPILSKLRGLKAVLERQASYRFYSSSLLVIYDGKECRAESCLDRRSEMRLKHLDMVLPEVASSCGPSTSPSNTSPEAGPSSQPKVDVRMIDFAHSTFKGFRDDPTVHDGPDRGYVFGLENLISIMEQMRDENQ
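ADP-Glo luminescence measures ADP made by human IP6K1 during a 2 h RT reaction with ATP/IP6 (mix at 1.3 mM/130 uM); top library doses 57.5 and 19.1 uM final.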
3T3 cytotox: NIH 3T3 cell cytotoxicity | NIH 3T3 viability, CellTiter-Glo ATP luminescence, 48-72 h | Potency, µM (highest dose often 96.7 µM), without a hit: at the top dose activity change, negative = cytotoxicity, most hits filed as inhibitors | actives 4.3% (n = 94,000); further: potency means the concentration at half of the fitted maximal effect; nearly all actives have a fitted effect of over 55% in size
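First NIH 3T3 cells are plated at 400 cells/well; next compound is pinned in; then plates incubate 48 or 72 hr at 37 °C; finally CellTiter-Glo is added and luminescence read after 10 min.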
Luciferase inh: Photinus pyralis luciferase inhibition | purified P. pyralis luciferase, luminescence, biochemical | Potency, µM (series often up to 115 µM), for the others: at the highest dose activity change, negative = inhibition, hits mostly inhibitors | actives 2.5% (n = 76,000) | AID 1347043; further: potency means the concentration at half of the fitted maximal effect; nearly all actives have a fitted effect of over 65% in size
Target sequence (P08659 whole entry, looked up): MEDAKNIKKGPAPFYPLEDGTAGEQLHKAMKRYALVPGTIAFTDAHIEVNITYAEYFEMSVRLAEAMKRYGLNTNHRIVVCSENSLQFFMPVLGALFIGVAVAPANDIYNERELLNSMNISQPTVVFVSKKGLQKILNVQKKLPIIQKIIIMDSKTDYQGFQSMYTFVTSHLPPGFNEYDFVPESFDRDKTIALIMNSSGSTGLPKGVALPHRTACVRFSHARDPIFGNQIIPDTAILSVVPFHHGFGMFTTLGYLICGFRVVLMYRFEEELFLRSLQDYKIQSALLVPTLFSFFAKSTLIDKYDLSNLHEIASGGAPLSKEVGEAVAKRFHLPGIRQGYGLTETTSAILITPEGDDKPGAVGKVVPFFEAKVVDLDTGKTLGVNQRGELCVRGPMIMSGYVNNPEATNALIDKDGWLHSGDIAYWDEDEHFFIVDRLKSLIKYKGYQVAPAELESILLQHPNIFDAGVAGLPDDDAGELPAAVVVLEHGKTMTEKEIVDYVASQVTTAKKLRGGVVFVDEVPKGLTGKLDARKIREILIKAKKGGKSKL
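Purified 10nM P. pyralis luciferase with 10uM D-luciferin and 10uM ATP in 50mM Tris acetate pH 7.5, 10mM Mg acetate, 0.01% Tween-20, 0.05% BSA. qHTS titration; luminescence read by CCD imager.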
HEK293 viab: cell viability loss counter-screen. HEK-293-SNCA-luc viability, GF-AFC fluorescence, 24 h. Potency, µM (highest dose often 57.1 µM), for inactives: at the highest dose activity change, negative = cytotoxicity, usual class: cytotoxic. actives 0.12% (n = 150,000). AID 1671193;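 further: potency means the concentration at half of the fitted maximal effect; 0% = DMSO-treated cells and -100% = medium-only wells without cells; nearly all actives have a fitted effect of over 30% in size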
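HEK-293-SNCA-luc cells (1500/well) plated 24 h, then exposed 24 h to a dilution series; GF-AFC added 30 min at 37C, fluorescence 405/540 nm; normalised to medium-only and DMSO wells, Hill fit.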
GPT2 inhibitor: blocks human glutamate pyruvate transaminase 2 | Recombinant GPT2, coupled pyruvate oxidase/HRP Amplex Red fluorescence | Potency, µM (doses to about 57.7 µM), inactives show at the top dose activity change, negative = inhibition, hits mostly inhibitors | actives 0.25% (n = 100,000); further: potency means the concentration at half of the fitted maximal effect; nearly all actives have a fitted effect of over 60% in size; many of its hits are not listed in these tables
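Recombinant GPT2 (10ng/uL) with 250uM a-KG and 2mM L-alanine, 30 min at room temperature, in HEPES pH 7.5 buffer. Pyruvate detected by pyruvate oxidase/HRP/Amplex Red fluorescence after 30 min in the dark; AOA (50uM) as positive control.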
HEK293 tox: HEK 293 cell cytotoxicity; HEK 293 viability, ATP luminescence (CellTiter-Glo), 48-72 h; Potency, µM (highest dose often 115 µM), for the others: at the highest dose activity change, negative = cytotoxicity, actives largely listed as inhibitors; AID 1345083; actives 6.6% (n = 94,000); further: potency means the concentration at half of the fitted maximal effect; nearly all actives have a fitted effect of over 60% in size
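Read-out: CellTiter-Glo ATP luminescence. Cells: HEK 293, 250 cells/well. Exposure: 48 or 72 hr, 37 degree Celsius.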
SNCA expr inhib: inhibitors of alpha-synuclein (SNCA) gene expression; HEK-293 SNCA-luciferase knock-in, luminescence, 24 h; Potency, µM (titrated, usually from 57.2 µM), for inactives: at the highest dose activity change, negative = inhibition, actives largely listed as inhibitors; actives 0.17% (n = 140,000); AID 1671194;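 further: potency means the concentration at half of the fitted maximal effect; plate controls were DMSO cells for no effect and cell-free wells for full effect; nearly all actives have a fitted effect of over 45% in size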
* hit, by the source's call; i = inactive; ? = inconclusive; / = no result given; & = joins results of further samples; [ ] = dose if it differs, or a comment. Unless noted, the call rests on the fitted dose curve; in most records, active means well fitted curve in the direction sought with a large enough effect; inconclusive means small, poorly fitted or top-dose-only effect, or another doubt; inactive means no such curve, though single readings can be large; an effect the other way counts as inactive or inconclusive. Unless noted, on the % scale 0 is the no-effect control and ±100 the full control effect.

SMILES | IP6K1 inh | 3T3 cytotox | Luciferase inh | HEK293 viab | GPT2 inhibitor | HEK293 tox | SNCA expr inhib
CC(C(=O)O)c1ccc(-c2ccccc2)c(F)c1 (stereo not given) | / | / | / | 8% | 4% | / | 8%
CCCCC(CC)CN=C(N)NC(N)=NCCCCCCN=C(N)NC(N)=NCC(CC)CCCC (stereo not given) | -8 | / | / | -29%[23.9 µM] | i | / | -56%[25.6 µM]
Cc1cnc(C)n1CC1CCN(S(=O)(=O)c2cccc(F)c2)CC1 | -7 | -8% | 1% | 1% | 5% | -13% | -12%
C[S+](=O)([O-])N1Cc2ccccc2CC2(CCCCN2CC2CCCC2)C1 (stereo not given) | -10 | ? | / | -9% | i | -15% | -1%
COC[C@@H]1CN(S(=O)(=O)c2cccc(OC)c2)C[C@H]1C(N)=O | 0 | -8% | 5% | -1% | 2% | -5% | -10%
Cn1cccc1CN1CC[C@@H]2CN(S(C)(=O)=O)[C@@H]2C1 | 12 | -10% | -8% | -9%[12.5 µM] | -23% | 3% | -6%
C=CC(C)(C)C12CC3C(=O)N4C(CC5(C(C)(C)C=C)c6ccccc6NC45)C(=O)N3C1Nc1ccccc12 (stereo not given) | -8 | / | / | -10%[23.9 µM] | i | / | /
CNc1cc(C2CC(NC(=O)c3ccc4c(c3)OCC(=O)N4)C2)ncn1 (stereo not given) | 7 | -19% | 2% | 1% | -3% | i | 11%
Cc1ccccc1C(=O)N1C(C(=O)NCc2ccco2)COC12CCN(C(=O)c1ccco1)CC2 (stereo not given) | -8 | -7% | 0% | -6% | 1% | -28% | 4%
CCC(=O)N1Cc2ccccc2CC2(CCCN(C)C2)C1 (stereo not given) | 4 | ? | / | 2%[87.6 µM] | 5%[88.5 µM] | 79µM* | 28%[87.6 µM]
CC(C(N)=O)N1CCC(n2nccc2NC(=O)c2ccc3c(c2)OCO3)CC1 (stereo not given) | 11 | i | 14% | -21% | -15% | 1% | 0%
CC(=O)c1cc2c(cc1N/C(=N/S(=O)(=O)c1ccc(Cl)cc1)c1ccc(F)cc1)OCO2 | 2 | / | / | 7% | / | / | -7%
CCc1nc(-c2c3n(c(=O)n(Cc4cccc(C(=O)OC)c4)c2=O)CCCC3)no1 | 12 | i | 7% | -15% | i | 13% | 29%
Cn1c([C@H]2CCN(C(=O)COCC(=O)O)C2)nc2ccccc21 | -4 | 0%[174 µM] | 11%[172 µM] | -6%[87.6 µM] | -24%[88.5 µM] | i | 13%[87.6 µM]
COc1ccc(C(=O)OC2=C(C(=O)c3ccccc3)N(C)S(=O)(=O)c3ccccc32)cc1OC | -11 | / | / | -2% | / | / | ?
COc1ccc(C)cc1-n1nnc(-c2nc(-c3ccccc3Cl)no2)c1N | 6 | / | / | -5% | / | / | 73%[activator]
COc1ccc(NC(=O)c2nc(SCc3ccccc3F)ncc2Cl)cc1 | -19 | / | / | 2% | / | / | -2%
Cc1cc(C)n(CC(=O)N2CCC(N3C(=O)C4(CCCCC4)C3c3ccncc3)CC2)n1 (stereo not given) | -3 | 1% | -10% | -3%[12.5 µM] | 2% | i | -19%
COc1ccc(NC(=O)Cn2c(=O)n(-c3ccc(F)cc3)c(=O)c3c2cc(C)n3C)cc1OC | 0 | -18% | -2% | ? | 4% | ? | -13%
O=C1CC2(CCN(C(=O)C3CCN(C(=O)c4ccc(C(F)(F)F)cc4)CC3)CC2)Oc2ccccc2N1 | 30 | ? | / | -13% | i | ? | -18%
Cc1nccn1-c1ccccc1CNC1CCC2(CCNCC2)CC1 | -1 | 3% | -9% | -8% | i | 3% | 37%[activator]
CN(C(=O)c1ccc2c(c1)NC(C)(COCC1CC1)CO2)c1ccccc1 (stereo not given) | -11 | ? | 7%[172 µM] | -3%[87.6 µM] | i | ? | -16%[87.6 µM]
COc1ccc(S(=O)(=O)N[C@H]2C[C@@H](c3nc(-c4ccc(OC(F)(F)F)cc4)no3)N(C)C2)cc1 | 4 | ? | -5% | -24% | ? | ? | -21%
COc1cc2[nH]c(=O)n(CCCCCC(=O)NCCc3ccccc3)c(=O)c2cc1OC | -3 | / | / | -2% | / | / | 33%
Cc1noc([C@@H]2CN(S(=O)(=O)c3ccc4c(c3)OCCO4)C[C@H]2C(N)=O)n1 | 25 | -7% | 5% | 2% | i | ? | 40%[activator]
CNC(=O)[C@@H](c1ccccc1F)N1CCC[C@H]1C(=O)NCCN(C)C | 1 | -9%[174 µM] | -2%[172 µM] | 3%[87.6 µM] | 1%[88.5 µM] | ? | -12%[87.6 µM]
COc1ccc2[nH]c(=O)c(CCC(=O)O)cc2c1 | -8 | -8% | ? | 4% | -7% | 1% | 46%[activator]
COc1ccc(-c2cn(C3CCN(C(=O)c4ccc(Cl)cc4)CC3)c(=O)[nH]2)cc1 | 1 | ? | / | -6% | -20% | -21% | -22%
O=C1CN([S+](=O)([O-])C2CC2)CCN1[S+](=O)([O-])c1ccc(Cl)nc1 | 2 | -25% | / | 2% | ? | -16% | 9%
CC(=O)N1c2ccccc2C(=O)C1N1CCN(c2cccc(C(F)(F)F)c2)CC1 (stereo not given) | 3 | / | / | -14% | / | / | -27%
O=C(CCC1CC1)N1CCC(c2cc(Cc3ccccc3)[nH]n2)CC1 | 11 | ? | 4% | -2% | i | ? | 68%[activator]
CC1=Nc2cc(C(=O)NCCCN(C)C)ccc2Sc2ccc(Cl)cc21 | -3 | 22µM* | 9% | -8% | i | 25µM* | -2%
O=C1[C@@H]2C[C@@H](CN2C(=O)c2ccc(C(F)(F)F)cc2)Oc2ccccc2N1Cc1ccccc1 | 2 | ? | -8% | 3% | ? | ? | 19%
NC(=O)[C@H](CC1CCCCC1)NC(=O)[C@@H]1CN(S(=O)(=O)c2ccccc2)CCN1S(=O)(=O)c1ccccc1 | -3 | ? | -2% | -4% | -15% | -27% | -11%
O=C(c1ccc2nc[nH]c2c1)N1CCC(c2nc(-c3ccccc3)no2)C1 (stereo not given) | -10 | ? | -2% | -7% | i | ? | 3%
O=C1C[C@@H]2CCN(C(=O)Nc3ccccc3)C[C@@H]2CCN1CCc1cnc[nH]1 | 15 | -9%[138 µM] | 5%[172 µM] | 9%[87.6 µM] | -29%[88.5 µM] | -10%[172 µM] | 9%[87.6 µM]
CS(=O)(=O)N(C1CCOCC1)C1CN(C(=O)Cc2c[nH]c3ccccc23)C1 | -1 | i | -6% | -5% | i | i | -6%
COc1ccc(C2Cn3cnc(C(=O)N4CCC(C(=O)Nc5ccccc5OC)CC4)c3CO2)cc1 (stereo not given) | 4 | -1% | ? | -6% | -1% | -21% | ?
CC(C)CC(=O)Nc1nnc(S(=O)(=O)N2c3ccccc3CC2C)s1 (stereo not given) | 5 | / | / | 1% | / | / | -17%
NC(=O)C1CCCN(CCNc2cc(-c3ccccc3)nc3ccnn23)C1 (stereo not given) | 14 | -18% | -12% | -1% | -6% | 2% | -8%
O=C(CCc1ccccc1)NCCC1CCN(C(=O)Nc2ccccc2)CC1 | 11 | -8% | 0% | -23% | -39% | 4% | ?
CN(C)c1ccc(C(=O)N[C@H]2C[C@@H](c3nc(-c4ccc5ccccc5c4)no3)N(C)C2)cc1 | 9 | ? | -19% | -11% | -7% | ? | 25%
O=C(CC1CCCCC1)N1CCC2(CC1)CC(N1CCN(c3ccccn3)CC1)CCO2 (stereo not given) | -1 | -10% | -6% | -4% | i | -17% | 15%
CC(=O)Nc1ccc(S(=O)(=O)NC2=NCN(CCO)CN2)cc1 | 19 | / | / | 11% | / | / | 27%
Cc1ccccc1Cn1c(=O)n(CCCCC(=O)NCc2ccccc2Cl)c(=O)c2ccccc21 | 2 | / | / | 7% | / | / | -1%
O=C(CS(=O)(=O)c1cccc2nsnc12)N1CCN(c2ccccc2F)CC1 | 15 | / | / | 4% | / | / | 19%
CC(=O)Nc1ccccc1-c1nc2ccccc2n(C(C)C(=O)c2ccc(C)c(C)c2)c1=O (stereo not given) | -11 | / | / | 5% | / | / | 2%
Cc1ccc2c(n1)OC1(CCCC1)CN(CC1CC1)C2=O | 7 | -15%[46.1 µM] | / | -6%[23.9 µM] | 0%[27.3 µM] | ? | 4%[25.6 µM]
COC[C@@H]1CN(C(=O)c2ccsc2)C[C@H]1c1ccccn1 | 0 | -20% | / | -3% | i | -2% | -4%
CCCCNC(=O)C1CCN(C(=O)c2nnn3c2COC(c2ccc(C)cc2)C3)CC1 (stereo not given) | -17 | -10% | 28µM* | -3% | i | -3% | 70%[activator]
O=C(Cc1cccs1)N1CCCN(CCc2ccccc2)c2ccccc21 | -4 | 32µM* | -6% | 2% | i | ? | -11%
Cc1ccc(CNC(=O)CCCCCn2c(=O)c3sccc3n(CC(=O)N(C)c3ccccc3)c2=O)cc1 | 6 | / | / | ? | / | / | -7%
CCn1cncc1CNC(=O)c1cccc(CCC(C)(C)O)c1 | 2 | -13% | 14% | -4% | -7% | -11% | 30%
O=[S+]1([O-])NC2(CCN(Cc3ccccc3C(F)(F)F)C2)CNc2ccccc21 (stereo not given) | 17 | ? | -9% | -8% | ? | 40µM* | -1%
NC(=O)c1ccc2nc(-c3ccc(Oc4ccc(Cl)cc4)cc3)[nH]c2c1 | 9 | / | / | 35%&-8% | 4% | / | 14%
CCOC(=O)c1sc(NC(=O)c2nc3nc(C)cc(C(F)F)n3n2)c(C(=O)OC(C)C)c1C | 19 | / | / | -8% | / | / | 16%
CC(C)(C)CC(=O)NC[C@H]1OC[C@@H](NC2CCNCC2)[C@@H]1O | 2 | 0%[174 µM] | -3%[172 µM] | 3%[87.6 µM] | -2%[88.5 µM] | 1%[172 µM] | -9%[87.6 µM]
CC(C)CCN1C(=O)CC[C@]2(C(=O)NCCc3cccnc3)CCCC[C@@H]12 | -1 | -11% | -10% | 4% | 1% | -23% | -23%

Complete entries as entered above. Order of values: IP6K1 inh, 3T3 cytotox, Luciferase inh, HEK293 viab, GPT2 inhibitor, HEK293 tox, SNCA expr inhib
`CCc1nc(-c2c3n(c(=O)n(Cc4cccc(C(=O)OC)c4)c2=O)CCCC3)no1` as listed: 12, i, 7%, -15%, i, 13%, 29%
`COc1ccc(-c2cn(C3CCN(C(=O)c4ccc(Cl)cc4)CC3)c(=O)[nH]2)cc1` as listed: 1, ?, /, -6%, -20%, -21%, -22%
`O=[S+]1([O-])NC2(CCN(Cc3ccccc3C(F)(F)F)C2)CNc2ccccc21` (stereo not given) as listed: 17, ?, -9%, -8%, ?, 40µM*, -1%
`CC(C(=O)O)c1ccc(-c2ccccc2)c(F)c1` (stereo not given) as listed: /, /, /, 8%, 4%, /, 8%

The list is partial; count on the stated rates, not on these rows.
